XiGFP reactiv – reactivates the inactive X chromosome in mouse fibroblasts; XiGFP mouse fibroblasts, % GFP-positive cells imaging, 3 d; cells co-treated with 5-aza-dC sensitizer; scaled so ellipticine positive control = 100%; activation, % at 7.58 µM; 0.055% of 360,000 active; AID 743238;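 active = mean normalized replicate activation at least 10% and every replicate at or above 10%; inconclusive = only one of the two criteria met; inactive = mean below 10% and not all replicates reach 10%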;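 also: 0% = median of on-plate neutral control wells and 100% = ellipticine 6 µM median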
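assay system = SV40-immortalized XiGFP fibroblast cells, line 68-5-11 | buffer or medium = DMEM plus 5-aza-dC sensitizer | doses = single-point pinned compound dosing | times = 3-day compound exposure, then 15 min fixation at room temperature | benchmarks = positive control ellipticine, 6 µM final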
ERAP1 inh – blocks human ERAP1 aminopeptidase activity. recombinant ERAP1, Leu-AMC fluorescence, 60 min. Q9NZ08. AID 652197. inhibition, % at 10.7 µM. 0.15% of 340,000 active;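 active = mean replicate inhibition of at least 30%, or all replicates individually reaching that 30% level; inactive = mean below 30% and not every replicate reaching it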;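 also: 0% = neutral control wells and 100% = L-leucinethiol positive control wells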
Target sequence (Q9NZ08 whole entry, looked up): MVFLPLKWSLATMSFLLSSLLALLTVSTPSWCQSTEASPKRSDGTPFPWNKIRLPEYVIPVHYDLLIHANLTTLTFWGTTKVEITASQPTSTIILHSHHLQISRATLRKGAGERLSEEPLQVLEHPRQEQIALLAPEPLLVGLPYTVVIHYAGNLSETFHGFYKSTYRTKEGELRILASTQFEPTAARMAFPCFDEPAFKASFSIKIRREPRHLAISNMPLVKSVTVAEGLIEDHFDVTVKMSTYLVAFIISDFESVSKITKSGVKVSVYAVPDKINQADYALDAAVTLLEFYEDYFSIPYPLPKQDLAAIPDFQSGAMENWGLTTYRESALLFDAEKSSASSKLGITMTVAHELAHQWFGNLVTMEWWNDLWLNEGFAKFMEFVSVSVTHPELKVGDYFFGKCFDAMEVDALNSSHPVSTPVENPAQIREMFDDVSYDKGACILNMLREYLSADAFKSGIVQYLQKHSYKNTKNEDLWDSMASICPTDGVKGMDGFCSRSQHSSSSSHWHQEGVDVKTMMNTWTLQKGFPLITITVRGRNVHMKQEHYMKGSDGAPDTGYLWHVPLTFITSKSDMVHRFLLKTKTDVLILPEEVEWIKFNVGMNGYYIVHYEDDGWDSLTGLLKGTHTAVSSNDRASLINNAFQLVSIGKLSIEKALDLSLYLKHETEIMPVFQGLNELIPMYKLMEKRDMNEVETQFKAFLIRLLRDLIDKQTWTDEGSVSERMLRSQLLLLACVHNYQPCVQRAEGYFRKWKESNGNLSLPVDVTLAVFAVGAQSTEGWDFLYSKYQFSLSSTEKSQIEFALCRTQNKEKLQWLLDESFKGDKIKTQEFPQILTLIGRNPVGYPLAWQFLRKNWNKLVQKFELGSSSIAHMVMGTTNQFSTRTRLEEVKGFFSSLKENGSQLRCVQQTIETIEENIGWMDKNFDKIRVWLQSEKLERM
PGC1a acetyl inh – PGC1a acetylation modulation, inhibitor mode | U2OS PGC1a acetylation, AlphaScreen anti-acetyl-lysine; with virally co-expressed GCN5 acetyltransferase | 0.17% of 350,000 active | inhibition, % at 15.6 µM;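 active = every replicate shows inhibition of at least 40%; inconclusive = mean inhibition at least 40% but some replicate below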;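 also: 0% = neutral control wells and 100% = positive control wells; some results beyond the cut were filed as inactive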
Cneo AK release – Cryptococcus neoformans lysis via adenylate kinase release; C. neoformans lysis, adenylate kinase release luminescence, 4 h; normalised: neutral wells 0, clomiphene wells 100; lysis activity, % at 15 µM; 0.2% of 360,000 active;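 active = mean lysis activity across replicates of at least 80%, whatever share of replicates individually reach that level; inactive = mean lysis activity below 80%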
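Material – log-phase Cryptococcus neoformans yeast cells · Input – 5 × 10^6 yeast cells/mL · Medium – fresh YPD growth medium · Doses – single compound concentration per well · Timing – static 4 h at 37 °C with compound, 1 h detection · Detection – adenylate kinase release luminescence · Read-out – signal increase indicating cell lysis · Control set – Clomiphene as positive lysis control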
LGR2 inh – inhibitors of bursicon-induced Drosophila LGR2 receptor cAMP signaling; inhibition, % at 9.99 µM; AID 720647; HEK293 LGR2, CRE-luciferase, bursicon-stimulated, 4 h; 0.35% of 380,000 active;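 active = drop in luminescence signal, shown as inhibition above about 50% in the replicate tests, limit read from the data, passing the limit was not always enough; inconclusive = probably only some replicates passing the limit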;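 also: agonist challenge used bursicon conditioned medium at about half maximal strength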
S100A4 inh HTS – S100A4-myosin IIA interaction inhibition. P26447. S100A4/TAMRA-MyoIIA peptide fluorescence polarization. inhibition, % at 10.7 µM. 0.14% of 360,000 active. AID 652163;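 active = mean inhibition of at least 70% across replicates, with every replicate also reaching that level; inconclusive = mean inhibition reaches 70% but some replicates fall short; inactive = mean inhibition below 70%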
Target sequence (P26447 whole entry, looked up): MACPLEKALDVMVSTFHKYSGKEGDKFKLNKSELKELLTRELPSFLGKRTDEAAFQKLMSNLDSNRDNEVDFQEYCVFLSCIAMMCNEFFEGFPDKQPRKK
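Material: S100A4 monomer protein | Medium: HEPES pH 7.2 with CaCl2, KCl, NaCl, DTT, Triton | Reagent: Labelled myosin peptide probe, 5 nM | Doses: One dose per compound | Times: 5 min incubation before reading | Benchmarks: Neutral control DMSO, positive control TFP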
C2C12 statin – suppressors of simvastatin-induced myotoxicity in C2C12 myotubes | ATP luminescence, 48 h; scaled: DMSO 0, geranylgeraniol control 100 | rescue of ATP level, % at 7.49 µM | 0.78% of 330,000 active | AID 602340;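 active = mean ATP rescue above about 67%, or every replicate alone reaching that limit, limit read from the data, passing the limit was not always enough; inconclusive = no clear call, values can overlap the other calls; inactive = mean under the limit and some replicate under it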;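 also: myotubes were challenged with 10 µM simvastatin during compound exposure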
SIRT5 inh – inhibitors of human sirtuin-5 desuccinylase; 1.1% of 330,000 active; inhibition, % at 15 µM; AID 652115; Purified SirT5, succinyl-peptide AMC, trypsin-coupled fluorescence; in the data active = inhibition above about 15%; inconclusive = no clear call, values can overlap the other calls
The depositor's hits bear a star; ? = inconclusive; nt = no result given; & = joins results of further samples. These rows are one share of the data. The share of hits here may be higher or lower than overall.

SMILES	XiGFP reactiv	ERAP1 inh	PGC1a acetyl inh	Cneo AK release	LGR2 inh	S100A4 inh HTS	C2C12 statin	SIRT5 inh
Cn1cnc(S(=O)(=O)N2CC[C@@H]3[C@H]2c2cc(C#Cc4ccccc4F)ccc2N[C@@H]3CO)c1	0.2	0	-9	-2	0	-3	-22	nt
O=C(CCN1CCCCC1)N[C@H]1CC[C@@H](CCn2cc(-c3cccc(F)c3)nn2)O[C@@H]1CO	0.1	-2	2	2	-7	12	-2	2
COC(=O)C[C@H]1CC[C@H]2[C@H](COc3ccc(NC(=O)Nc4ccccc4C)cc3C(=O)N2C)O1	0.2	-3	3	8	-1	6	8	1
CCN1CCN(CC(O)COC(c2ccccc2)c2ccccc2C)CC1 (centres undefined)	0.0	-2	1	0	6	-9	-4	3
O=C(CSc1ncccn1)n1c2c(c3ccccc31)CCCC2	nt	-1	-13	0	-23	0	-8	-2
CCc1cc(C(=O)c2ccc(OC)cc2)c(NC(=O)CN2CCN(C)CC2)s1	0.2	2	-6	6	nt	4	nt	0
CC(Oc1ccccc1)C(=O)N1CCN=C1SCc1ccccc1 (centres undefined)	0.1	4	1	nt	-3	-3	nt	9
CCn1ncc(Cl)c1C(=O)NC(C)c1ccccc1 (centres undefined)	nt	1	4	-1	12	-5	4	-1
Cc1cccc(NC(=O)c2cccnc2)c1C	0.1	1	11	-1	-3	9	1	-7
COc1cccc(CN(C)C[C@H]2OCc3cnnn3CCCC(=O)N([C@@H](C)CO)C[C@@H]2C)c1	-0.1&0.2	-1&2	6&-1	2&0	-6&-2	-1&0	-10&-8	0&1
COc1cccc(CNC(=O)c2cccnc2Sc2ccc(C)cc2C)c1	0.1	2	-5	3	2	-13	4	-1
CS(=O)(=O)c1ccccc1-c1nnc(NC(=O)c2ccc3ncsc3c2)o1	0.0	7	27	0	-5	-2	3	2
CO[C@H]1CN(C)C(=O)c2cc(NS(=O)(=O)c3ccccc3C)ccc2OC[C@@H](C)N(C)C[C@H]1C	0.4	0	6	-4	2	?	9	-4
C[C@@H]1CCCCO[C@H](CN(C)Cc2ccc(C(F)(F)F)cc2)[C@@H](C)CN([C@@H](C)CO)C(=O)c2cc(NS(=O)(=O)c3cccs3)ccc2O1	-0.2	1	6	-1	20	-15	-26	17*
CC(=O)c1c(C)[nH]c(C(=O)Nc2ccc(F)cc2F)c1C	0.0	2	nt	-1	-23	-3	-8	1
COCC#Cc1cnc2c(c1)C(=O)N([C@@H](C)CO)C[C@@H](C)[C@H](CN(C)C(=O)Nc1cc(F)ccc1F)O2	-0.3	2	5	-1	5	-8	-6	1
O=C(CC1CC1)Nc1ccc2c(c1)[C@@H]1C[C@H](CC(=O)NC3CCCC3)O[C@@H](CO)[C@@H]1O2	0.3	3&-3	7&-1	0	13	0&8	-7	1&0
COc1ccc(NC(=O)N(C)C[C@H]2Oc3ccc(NS(=O)(=O)c4c(C)noc4C)cc3CC(=O)N([C@H](C)CO)C[C@H]2C)cc1	0.1	-4	-9	2	24	11	-16	-1
Cc1cc(C)nc(N2CCCC(C(=O)NCc3cccs3)C2)n1 (centres undefined)	nt	1	3	3	6	1	127*	-2
O=C1NN(c2ccccc2)C(=O)/C1=C/c1ccc(-c2cccc(C(=O)O)c2)o1	0.0	2	nt	0	-1	-3	16	9
C=CCc1cccc2cc(C(=O)NCCOC)c(=O)oc12	nt	nt	2	-3	0	-1	5	-4
COc1cc(OC)cc(C(=O)NCC(=O)OCC(=O)Nc2ccc3c(c2)OCO3)c1	0.2	-2	5	nt	15	-3	nt	-1
C[C@@H]1CN([C@@H](C)CO)C(=O)Cc2cc(NC(=O)Nc3ccccc3)ccc2O[C@@H]1CN(C)Cc1ccc(Cl)c(Cl)c1	-1.0	4	-6	2	-6	-40	34	6
CN1c2ccc(-c3cccc(C#N)c3)cc2[C@H]2[C@H](CCN2S(=O)(=O)c2cccc(F)c2)[C@@H]1CO	0.1	nt	2	-16	-8	nt	-6	nt
N=c1c2c(-c3ccccc3)c(-c3ccccc3)n(Cc3ccco3)c2ncn1CCCN1CCOCC1	0.0	-3	-9	nt	?	-10	nt	-10
Additional entries.
SMILES	XiGFP reactiv	ERAP1 inh	PGC1a acetyl inh	Cneo AK release	LGR2 inh	S100A4 inh HTS	C2C12 statin	SIRT5 inh
Cc1cc(N2CCCC2)ccc1/C=C1\NC(=S)N(C)C1=O	1.4	nt	-4	nt	-42	nt	-5	nt
CCOC(=O)c1cnc2cc(-c3ccc(Cl)cc3)nn2c1N	nt	-2	-9	-3	-43	3	-15	-3
CC(C)(C)NC(=O)C1(C)CCC(=O)N1CC(F)(F)F (centres undefined)	-0.1	0	6	2	-29	3	-3	-3
Oc1ccc(-c2csc(Nc3ccc4c(c3)OCO4)n2)c(O)c1	0.0	3	5	-4	-88	1	132*	nt
NNC(=O)COc1ccc(-c2nccc(-c3ccc(F)cc3)n2)cc1	0.3	-4	7	-2	-25	-4	7	-8
O=C(COC(=O)CN1C(=O)NC2(CCCC2)C1=O)Nc1ccccc1C(F)(F)F	-0.2	1	nt	9	-16	-4	-1	-2
O=C(NCC[C@@H]1CC[C@H](NC(=O)C2CCCCC2)[C@@H](CO)O1)Nc1ccc(Cl)cc1	1.0	nt	-9	-4	7	8	-9	-3
C[C@@H]1CCCCO[C@H](CN(C)C)[C@@H](C)CN([C@H](C)CO)C(=O)c2cc(NS(=O)(=O)c3cccs3)ccc2O1	0.2	-1	3	14	-18	9	nt	-1
O=C(Cn1cc(C(=O)C(F)(F)F)c2ccccc21)N1CCOCC1	0.1	-1	nt	nt	3	3	nt	2
CC(C)C(=O)c1ccc(O)c(O)c1	0.1	7	0	7	7	-2	3	2
CC1(C)CCC(=O)C=C1Nc1ccc(F)c(Cl)c1	0.5	1	3	0	6	-6	-2	0
CC(=O)c1ccc(N=Nc2ccc(C)cc2)cc1	0.0	-9	3	nt	73*	-7	nt	1
CN(C)CC#Cc1ccc([C@@H]2[C@@H](CO)N3CCCCN(C(=O)Nc4cc(F)ccc4F)C[C@@H]23)cc1	0.0	1	-7	0	-2	-1	nt	-9
O=[N+]([O-])c1ccc(Cl)c(/C=N/N2CCN(c3ccccc3)CC2)c1	nt	2	7	0	2	-10	-48	-4
Cc1ccc(CNC(=O)Nc2nnc([C@H]3C[C@H](O)[C@@H](CO)O3)s2)cc1	0.0	0	-4	1	-1	0	-6	nt
O=c1[nH]c(C2CCCN(S(=O)(=O)c3ccc(F)cc3)C2)nc2c1nnn2Cc1ccc(F)cc1 (centres undefined)	0.0	-2	-10	3	10	38	9	-3
CN1CCN(S(=O)(=O)c2ccc(Oc3ccc(F)cc3Br)nc2)CC1	nt	nt	-11	-1	-8	0	nt	-1
O=C(CSc1cn(CC(=O)N2CCOCC2)c2ccccc12)N1CCOCC1	1.0	-1	7	3	-11	-6	-8	4
Cc1cc(C)nc(N/N=C/c2cc(C)n(CC(F)(F)F)c2C)n1	0.0	-3	nt	nt	nt	1	nt	7
CCCC#Cc1ccc([C@@H]2[C@@H](CO)N3C(=O)CN(C(=O)c4ccccn4)C[C@@H]23)cc1	0.3	1	-1	nt	-8	-6	nt	0
COc1ccc(CN(C)C[C@H]2Oc3c(NS(=O)(=O)c4cn(C)cn4)cccc3C(=O)N([C@H](C)CO)C[C@H]2C)cc1	0.1	7	4	-1	5	-13	6	-3
COc1ccc(CN(C)Cc2cc(=O)oc3cc(C)c(C(C)C)cc23)cc1OC	0.1	2	-3	-1	-20	7	-60	-3
CC=Cc1ccc2n(c1=O)C[C@H]1[C@H](CO)[C@@H](C(=O)N[C@@H](C)c3ccccc3)[C@@H]2N1Cc1cccnc1 (mixture of isomers)	0.4	nt	nt	-11	-5	nt	2	-7
COc1cccc(OCCn2cc(C(C)=O)c3ccccc32)c1	0.0	18	-12	-1	8	1	5	-2
CC(C)NC(=O)N(C)C[C@@H]1Oc2c(NC(=O)C3CC3)cccc2C(=O)N([C@H](C)CO)C[C@@H]1C	-0.7	3	2	-1	-8	-6	-4	-2

An excerpt from above in order of the S100A4 inh HTS value, highest first.
SMILES	S100A4 inh HTS
CCOC(=O)c1cnc2cc(-c3ccc(Cl)cc3)nn2c1N	3
CC(C)NC(=O)N(C)C[C@@H]1Oc2c(NC(=O)C3CC3)cccc2C(=O)N([C@H](C)CO)C[C@@H]1C	-6
O=[N+]([O-])c1ccc(Cl)c(/C=N/N2CCN(c3ccccc3)CC2)c1	-10

(more compounds)
SMILES	XiGFP reactiv	ERAP1 inh	PGC1a acetyl inh	Cneo AK release	LGR2 inh	S100A4 inh HTS	C2C12 statin	SIRT5 inh
Cc1ccc(-c2ccc3c(c2)O[C@H](CN(C)Cc2cncnc2)[C@@H](C)CN([C@@H](C)CO)S3(=O)=O)cc1	-1.0	-1	-23	-8	4	11	-40	-2
Cc1nc(-c2ccncc2)nc(NCCNc2ncccc2C(F)(F)F)c1Cl	0.0	nt	nt	nt	8	1	nt	7
CN(C(=O)CCN1C(=O)/C(=C/c2ccccc2F)SC1=S)C1CCS(=O)(=O)C1 (centres undefined)	0.0	3	10	1	14	-3	15	-4
Cc1cn(CC(=O)NCCN2CCOCC2)c(=O)[nH]c1=O	-0.1	1	-2	0	-15	-3	14	nt
COc1ccccc1NC(=O)CCCCCN1C(=O)c2cccc3cccc(c23)C1=O	0.0	0	nt	6	nt	2	12	4
CCC(=O)N(C)C[C@@H]1[C@@H](c2ccc(C3=CCCC3)cc2)[C@H](CO)N1C(=O)CC	0.1	1	-3	-2	-15	-2	-6	2
Cc1ccc2nsnc2c1N	0.1	-1	-4	nt	4	-4	nt	nt
CC(=O)Nc1cc(NC(C)=O)cc(C(=O)OCC(=O)c2ccc3c(c2)OCO3)c1	0.0	-1	nt	nt	9	3	nt	-2
COc1ccc(NC(=O)c2ccccc2-c2ccc(C(F)(F)F)cc2)cc1S(=O)(=O)N1CCOCC1	0.0	1	-4	-5	-3	1	nt	nt
O=C(NCCCN1CCCC1=O)c1ccc(NS(=O)(=O)c2cccc([N+](=O)[O-])c2)cc1	0.1	2	nt	nt	13	8	19	-2
COc1ccc(NC(=O)Nc2ccc3c(c2)CC(=O)N([C@H](C)CO)C[C@H](C)[C@@H](CN(C)S(=O)(=O)c2ccc(F)cc2)O3)cc1	15*	1	-11	-4	-5	-7	-71	4
O=C1NC[C@H](CC2CCCCC2)N(CCc2cccc3ccccc23)C1=O	-0.2	3	nt	nt	16	-3	nt	nt
Cc1ccc(S(=O)(=O)N[C@H]2C=C[C@H](CC(=O)NC3CCCCC3)O[C@@H]2CO)cc1	0.1	-3	-13	1	-16	7	4	2
COc1ccccc1OCc1cc(C(=O)NCc2ccc(N3CCCC3=O)cc2)no1	0.0	-2	-7	1	-18	37	12	1
CC(C)Oc1ccc(C(=O)Nc2cc(=O)n(C)c(=O)n2C)cc1	0.0	3	2	2	-10	-6	-4	1
COc1cc(/C=C/C(=O)N2CCCC2)cc(OC)c1OC	0.0	nt	nt	1	-15	-2	nt	nt
CCOC(=O)N1CCN(c2ccncc2S(=O)(=O)N2CCCCC2)CC1	0.0	-4	nt	-5	-10	-16	3	-2
